# Bioassay records (PubChem BioAssay)
# D2 potentiator – HTS Assay for Positive Allosteric Modulators of the Human D2 Dopamine Receptor: Primary Screen for Potentiators. D(2) dopamine receptor (Homo sapiens), P14416. HEK293 T-REx D2, calcium flux, EC20 dopamine potentiation. potentiation, % at 10 µM. 0.34% of 340,000 active. AID 485347, 2010;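 active means potentiation over 3 SD above the plate norm, cut at about 30% in these data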; further: 0% is about no effect
#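 Primary screen. Calcium kinetics in induced HEK293 T-REx D2 cells: compound pre-addition 180 s, EC20 dopamine, 180 s more.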
# D1 PAM – Potentiators of Human D1 Dopamine Receptor: qHTS. HEK293 TREx D1 cells, calcium flux, dopamine EC20 potentiation. potentiation, % at 10 µM. 0.036% of 360,000 active; in the data active means potentiation above about 30%; further: 0% is about no effect
# Glioma ERSR ind – qHTS for Inducers of the Endoplasmic Reticulum Stress Response (ERSR) in Human Glioma: qHTS; 0.02% of 420,000 active; Potency, µM, inactives show at the top dose activation, actives largely listed as activators; U87-MG GRP78 promoter luciferase reporter, 16 h; further: potency means the concentration at half of the fitted maximal effect; series mostly up to about 76 µM; % of control where 0% means no effect; nearly all actives have a fitted effect of over 35% in size
#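 Stably transfected U87-MG glioma cells carrying a GRP78-based luciferase sensor; 16 h compound incubation. Luminescence end-point read 10 min after Bright-Glo addition at room temperature.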
# RXFP1 ag – qHTS Assay for Agonists of the Relaxin Receptor RXFP1. HEK293T-RXFP1 cAMP TR-FRET, 30 min; response scale: percent of porcine relaxin response, buffer zero. Potency, µM (doses to about 57.5 µM), inactives show top-dose activation, most hits filed as activators. 0.3% of 370,000 active; further: potency means the concentration at half of the fitted maximal effect; on the % scale 0 is the no-effect control and ±100 the full control effect; nearly all actives have a fitted effect of over 60% in size; many of its hits are not listed in these tables
# Target sequence (Q9HBX9 whole entry, looked up): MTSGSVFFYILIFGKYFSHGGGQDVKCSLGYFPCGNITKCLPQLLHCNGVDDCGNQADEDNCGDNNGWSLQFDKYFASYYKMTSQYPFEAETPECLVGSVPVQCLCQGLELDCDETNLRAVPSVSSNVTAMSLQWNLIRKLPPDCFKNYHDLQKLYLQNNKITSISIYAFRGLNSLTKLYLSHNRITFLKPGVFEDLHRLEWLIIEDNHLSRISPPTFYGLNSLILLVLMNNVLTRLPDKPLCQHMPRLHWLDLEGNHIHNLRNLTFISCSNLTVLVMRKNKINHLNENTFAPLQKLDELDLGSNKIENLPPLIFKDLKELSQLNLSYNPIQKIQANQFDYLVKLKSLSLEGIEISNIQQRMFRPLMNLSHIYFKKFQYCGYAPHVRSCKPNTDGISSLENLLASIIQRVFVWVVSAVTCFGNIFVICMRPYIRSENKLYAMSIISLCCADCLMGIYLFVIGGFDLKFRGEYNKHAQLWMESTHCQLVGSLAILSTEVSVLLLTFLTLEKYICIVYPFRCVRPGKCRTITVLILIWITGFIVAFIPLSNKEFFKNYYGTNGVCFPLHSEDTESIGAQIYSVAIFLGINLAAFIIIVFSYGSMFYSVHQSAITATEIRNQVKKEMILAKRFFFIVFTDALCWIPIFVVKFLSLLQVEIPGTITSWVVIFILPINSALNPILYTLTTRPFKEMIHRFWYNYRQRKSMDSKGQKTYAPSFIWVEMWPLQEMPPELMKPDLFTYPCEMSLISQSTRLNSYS
#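 cAMP rise read by TR-FRET after 30 min, 37C compound exposure (up to 58 uM) in RXFP1-transfected HEK293 cells with Ro 20174 present. EC50 from Hill-equation fits, with 29 nM porcine relaxin as 100% and buffer as basal.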
# D1 ag – Allosteric Agonists of the Human D1 Dopamine Receptor: qHTS. AID 504660, 2011. HEK293 T-REx D1 cells, calcium flux, agonist mode. 1% of 360,000 active. activation, % at 2 µM; in the data active means activation above about 30%; further: 0% is about no effect
#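 Inducible HEK293 T-REx D1 cells, force-coupled to calcium signalling, were plated at 4000 cells/well with tetracycline and held overnight at 30 C. After no-wash calcium dye loading, compound-evoked calcium rise over 180 s flagged agonists.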
# Vif-APOBEC3F blk – qHTS for Inhibitors of Vif-A3F Interactions: qHTS; HeLa A3F-eYFP + Vif (tagged APOBEC3F with the HIV-1 protein that degrades it), YFP fluorescence increase; Potency, µM (titrated, usually from 46.1 µM), inactives show at the top dose activity, negative = active; 0.2% of 390,000 active; AID 602313, 2012; further: potency means the concentration at half of the fitted maximal effect; % of control where 0% means no effect; nearly all actives have a fitted effect of over 65% in size
#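 HeLa cells stably expressing Vif plus C-terminally eYFP-tagged A3F were seeded, incubated overnight at 37 deg C, dosed with compound, incubated overnight again at 37 deg C. Yellow fluorescence (Ex 488/Em 500-530) reported blocked Vif-mediated A3F-eYFP degradation.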
# RXFP1 antag – qHTS Assay for Antagonists of the Relaxin Receptor RXFP1; AID 1259400, 2018; activity change, negative = inhibition, % at 57.5 µM; 0.59% of 350,000 active; HEK293-RXFP1, relaxin-stimulated cAMP HTRF, 30 min; active compounds read low; Relaxin receptor 1 (Homo sapiens), Q9HBX9;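 active means activity change of -60% or lower, but not beyond a set lower limit; inconclusive means change between -60% and -40%, or beyond the set limit; inactive means change above -40%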; further: on the % scale 0 is the no-effect control and ±100 the full control effect
# Vif-APOBEC3G blk – qHTS for Inhibitors of Vif-A3G Interactions: qHTS. DNA dC->dU-editing enzyme APOBEC-3G (Homo sapiens), Q9HC16. HeLa A3G-eYFP + Vif (tagged APOBEC3G with the HIV-1 protein that degrades it), YFP fluorescence, overnight. Potency, µM (top dose mostly 46.1 µM), inactives show at the top dose activity, negative = active, most hits filed as inhibitors. 0.076% of 410,000 active;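 further: potency means the concentration at half of the fitted maximal effect; on the % scale 0 is the no-effect control and ±100 the full control effect; nearly all actives have a fitted effect of over 60% in size; hits raise eYFP signal because A3G escapes Vif-driven loss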
#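 Read-out is eYFP fluorescence (Ex 488/Em 500-530) from Vif-expressing HeLa A3G-eYFP cells; more signal means A3G escaped Vif-mediated degradation. Cells plated overnight, compound pinned in, incubated overnight at 37 deg C.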
# D1 antagonist – Antagonist of Human D 1 Dopamine Receptor: qHTS | D(1A) dopamine receptor (Homo sapiens), P21728 | HEK293 TREx D1 cells, calcium flux, dopamine EC80; active compounds read low | activity change, negative = inhibition, % at 10 µM | 3.2% of 360,000 active | AID 504652, 2011; in the data active means activity change below about -30%; further: on the % scale 0 is the no-effect control and ±100 the full control effect
#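 Compound effects on dopamine-evoked calcium signalling were measured in tetracycline-induced HEK293 Trex D1 cells. Dopamine at EC80 followed a 180 s compound pre-read, and fluorescence was tracked kinetically for 180 s more.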
# An asterisk follows results filed as active; ? = inconclusive; . = no result given. Unless noted, the call rests on the fitted dose curve; in most records, active means well fitted curve in the direction sought with a large enough effect; inconclusive means small, poorly fitted or top-dose-only effect, or another doubt; inactive means no such curve, though single readings can be large; an effect the other way counts as inactive or inconclusive. Not all compounds are listed; rates above refer to the full screens.
SMILES,D2 potentiator,D1 PAM,Glioma ERSR ind,RXFP1 ag,D1 ag,Vif-APOBEC3F blk,RXFP1 antag,Vif-APOBEC3G blk,D1 antagonist
CCOC(=O)C(NC(C)=O)C(O)c1ccc([N+](=O)[O-])cc1 (configuration not stated),3,-2,-4%,-2.0%,0,-3%,-11,-1%,-5
O=C(CN(c1ccccc1F)S(=O)(=O)c1ccccc1)Nc1ccc2c(c1)OCCO2,-8,-7,-4%,-0.3%,5,5%,-12,-2%,-6
O=C(NCCc1ccc(Cl)cc1)c1c2c(nc3ccccc13)C(=O)N(C1CCCCC1)C2,-4,-6,-4%,1.8%,2,-2%,-40,-5%,8
CC(C)Oc1cccc(-c2cc(C(=O)NC(=S)N(C)c3ccccc3C(=O)O)c3ccccc3n2)c1,.,4,3%,5.3%,1,4%,-15,2%,5
COc1ccc(NC(=O)c2ccc(-c3ccc(C(C)=O)cc3)o2)cn1,-7,.,2%,0.5%,5,-14%,5,-10%,-4
CCCCCCc1nc2nc(Cl)c(Cl)nc2[nH]1,.,.,-1%,.,.,-2%,4,-4%,.
CCc1ccccc1NC(=O)C/C(C)=N/NC(=O)COc1ccccc1C,-10,-6,-3%,1.2%,7,-15%,-7,-7%,6
O=C(Cc1cccc(Cl)c1)Nc1ccc(Br)cc1,9,-7,0%,-0.2%,0,-14%,-10,-7%,0
COc1ccc([C@H]2[C@H](C(C)=O)N3N=Cc4ccccc4C3C23C(=O)OC(C)(C)OC3=O)cc1 (some centres not stated),10,7,-1%,-2.4%,5,-2%,1,4%,-11
O=C(O)c1ccc(Cl)c(S(=O)(=O)NC(Cc2ccccc2)C(=O)O)c1 (configuration not stated),-2,12,-2%,0.6%,4,14%,31,2%,-9
COc1ccc(CCNC(=O)CSc2nc3sc(C(=O)O)c(C)c3c(=O)[nH]2)cc1OC,-2,2,3%,-1.1%,0,-23%,-25,-4%,5
COC(=O)C1=C(O)CSC1=Nc1ccc(C)cc1,7,2,-1%,3.5%,1,-3%,1,2%,16
NS(=O)(=O)c1ccc(CCNCC(=O)NCc2ccccc2Cl)cc1,0,6,-2%,-3.2%,0,-7%,-4,-2%,-3
O=C(NC1CCCC1)c1cccc(S(=O)(=O)N2CCOCC2)c1,3,-3,-4%,-1.7%,7,1%,0,0%,4
COc1ccc([N+](=O)[O-])cc1NC(=O)N(C)Cc1ccco1,-8,-1,1%,2.3%,0,0%,2,-4%,13
COc1ccc(CCNC(=S)NC(=O)c2cccc(Cl)c2)cc1OC,-3,1,1%,0.5%,9,-2%,-6,-1%,8
CNC(=O)c1nc(C)c(C2(C)CC(c3ccccc3)=NO2)s1 (configuration not stated),4,1,-1%,1.5%,3,-6%,.,-4%,15
Cc1cccc(NC(=O)CSc2nc(=O)n(CCN3CCOCC3)c3c2CCC3)c1C,0,-1,-2%,7.2%,-4,5%,1,4%,.
O=C(c1cccc(F)c1)N1CCc2ccccc2C1,.,7,2%,2.4%,22,5%,-4,1%,-6
Cc1ccc(C)n1-c1cc([N+](=O)[O-])ccc1-n1ccnc1,-7,-2,0%,1.3%,6,-3%,4,3%,-4

# Some of the entries above in another layout:
Structure	D2 potentiator	D1 PAM	Glioma ERSR ind	RXFP1 ag	D1 ag	Vif-APOBEC3F blk	RXFP1 antag	Vif-APOBEC3G blk	D1 antagonist
CCOC(=O)C(NC(C)=O)C(O)c1ccc([N+](=O)[O-])cc1 (configuration not stated)	3	-2	-4%	-2.0%	0	-3%	-11	-1%	-5
O=C(CN(c1ccccc1F)S(=O)(=O)c1ccccc1)Nc1ccc2c(c1)OCCO2	-8	-7	-4%	-0.3%	5	5%	-12	-2%	-6
O=C(NCCc1ccc(Cl)cc1)c1c2c(nc3ccccc13)C(=O)N(C1CCCCC1)C2	-4	-6	-4%	1.8%	2	-2%	-40	-5%	8
CC(C)Oc1cccc(-c2cc(C(=O)NC(=S)N(C)c3ccccc3C(=O)O)c3ccccc3n2)c1	.	4	3%	5.3%	1	4%	-15	2%	5
COc1ccc(NC(=O)c2ccc(-c3ccc(C(C)=O)cc3)o2)cn1	-7	.	2%	0.5%	5	-14%	5	-10%	-4
CCCCCCc1nc2nc(Cl)c(Cl)nc2[nH]1	.	.	-1%	.	.	-2%	4	-4%	.
CCc1ccccc1NC(=O)C/C(C)=N/NC(=O)COc1ccccc1C	-10	-6	-3%	1.2%	7	-15%	-7	-7%	6
O=C(Cc1cccc(Cl)c1)Nc1ccc(Br)cc1	9	-7	0%	-0.2%	0	-14%	-10	-7%	0
COc1ccc([C@H]2[C@H](C(C)=O)N3N=Cc4ccccc4C3C23C(=O)OC(C)(C)OC3=O)cc1 (some centres not stated)	10	7	-1%	-2.4%	5	-2%	1	4%	-11
O=C(O)c1ccc(Cl)c(S(=O)(=O)NC(Cc2ccccc2)C(=O)O)c1 (configuration not stated)	-2	12	-2%	0.6%	4	14%	31	2%	-9
COc1ccc(CCNC(=O)CSc2nc3sc(C(=O)O)c(C)c3c(=O)[nH]2)cc1OC	-2	2	3%	-1.1%	0	-23%	-25	-4%	5
COC(=O)C1=C(O)CSC1=Nc1ccc(C)cc1	7	2	-1%	3.5%	1	-3%	1	2%	16

# Going on with the list:
SMILES,D2 potentiator,D1 PAM,Glioma ERSR ind,RXFP1 ag,D1 ag,Vif-APOBEC3F blk,RXFP1 antag,Vif-APOBEC3G blk,D1 antagonist
COc1ccc(C(=O)Nc2ccc(NC(C)=O)cc2)cc1S(=O)(=O)N1CCCCC1C (configuration not stated),4,-1,-4%,-0.8%,-1,-13%,9,-9%,-27
Cc1ccc(C)c(S(=O)(=O)c2c(C)cc(C)nc2Cl)c1,7,-5,-1%,0.4%,1,-9%,-2,-4%,-14
Cc1ccc(F)cc1NC(=O)CSc1n[nH]c(N)n1,.,.,-2%,.,.,-3%,1,-1%,.
Cc1ccc(CNC(=O)c2ccc(F)c(S(=O)(=O)N3CCOCC3)c2)cc1,28,3,-1%,1.0%,2,5%,-16,-3%,-4
CCn1c(-c2cc(-c3cc(C)ccc3C)nc3ccccc23)n[nH]c1=S,-5,-3,-5%,4.3%,2,5%,-6,3%,-16
c1ccc(-c2nnc(-c3ccccn3)nn2)nc1,.,.,-10%,.,.,1%,3,0%,.
CNC(=O)Nc1nnc(C(C)(C)C)s1,0,-2,-1%,1.7%,3,0%,-1,-1%,-3
CCOc1ccc(CCNC(=O)CN2C(=O)C(CC)Oc3ccccc32)cc1OCC (configuration not stated),.,0,-1%,-2.9%,-3,-13%,5,-2%,2
NC(=O)c1ccc2nc(NC(=O)c3ccc(N)cc3)sc2c1,-4,-1,-3%,?,-1,4%,4,-3%,-1
Cc1nc(NC(=O)CSc2nnc(Cn3nnc4ccccc43)n2C)sc1C,-4,-6,-2%,4.3%,3,-1%,-11,1%,-5
COc1ccc(NC(=S)NN2CCN(C)CC2)cc1OC,-2,-1,6%,1.4%,2,4%,5,-4%,2
COc1ccccc1C(=O)Nc1ccnn1C1CCN(C/C=C/c2ccc(F)cc2)CC1,-19,-2,2%,0.4%,23,0%,-12,0%,-32*
COc1ccc(CC(=O)NCc2n[nH]c(=S)n2-c2ccccc2OC)cc1,-2,2,0%,0.4%,7,1%,.,0%,11
COc1ccc(C(=O)C=Cc2cccs2)c(O)c1,.,.,7%,.,.,0%,-15,-28%,.
O=C1CN(CC(=O)Nc2ccc(Cl)cc2)CCN1,21,5,-4%,-2.0%,1,-16%,1,3%,-5
COc1ccc(C)cc1NC(=O)CN1CCN(c2ccccc2F)CC1,-25,-2,6%,1.6%,13,-6%,-5,-2%,-9
O=C(NC(=S)Nc1ccccc1N1CCOCC1)c1ccco1,-6,-2,-2%,1.0%,1,3%,3,-5%,4
O=C(NCc1ccccc1Cl)C1CCN(c2cnccn2)CC1,-11,-1,-3%,18%,3,2%,-2,6%,0
Cn1nnnc1SCCCNCc1cc(Cl)ccc1OCc1ccccc1F,-23,-2,0%,2.4%,28,5%,-5,3%,-7
Cc1ccc(N2C(=S)SC3CS(=O)(=O)CC32)cc1 (configuration not stated),8,9,-5%,1.4%,-3,6%,1,1%,-4
COc1ccc(C(=O)Nc2nc3ccc(S(C)(=O)=O)cc3s2)cc1OC,-15,0,2%,?,-1,-20%,11,0%,3
COc1cccc(-c2nc(C(N)=O)c3[nH]c(=O)n(-c4cccc(Cl)c4)c3n2)c1OC,4,-4,-2%,0.5%,2,-19%,.,2%,9
O=C(NCCNS(=O)(=O)c1ccc(C(F)(F)F)cc1)N1CCOCC1,-7,2,4%,-1.7%,1,-1%,-14,-6%,2
O=C(/C=C/c1ccc(Cl)c(Cl)c1)Nc1cccnc1,.,.,7%,.,.,1%,4,-16%,.
CCCCc1cc(=O)oc2cc(C)c(CN3CCCC3)c(O)c12,.,-5,-3%,2.1%,0,-2%,-7,1%,5
CC(C)(CNC(=O)CCNC(=O)c1ccc(Br)cc1)N1CCOCC1,-6,-1,-3%,1.5%,2,5%,-5,1%,-23
COc1cc(NC(=O)Cc2c(C(=O)O)c(C)cn2C)cc(OC)c1,-6,0,-5%,0.6%,0,-6%,11,4%,1
COc1ccc(-c2nn3c(=O)cc(CN4CCN(C(=O)Nc5cc(C)ccc5C)CC4)nc3s2)cc1,10,-2,-2%,1.2%,-1,3%,.,-1%,4
CCOC(=O)C1CCN(C(=O)c2ccc(Cl)c(Cl)c2)CC1,-3,-9,1%,-0.1%,1,1%,-5,-2%,-5
Cc1c(-c2ccccc2)[n+](=O)c(-c2ccc(Cl)cc2)c(C)n1[O-],-1,-14,-2%,2.5%,1,0%,-8,-1%,5
Cc1cccc(OCC(O)Cn2c(=N)n(CCN3CCOCC3)c3ccccc32)c1 (configuration not stated),6,-5,-6%,1.4%,0,6%,1,0%,-9
